ABCB1 block – ABCB1 efflux pump inhibitors, primary screen, cell-based, multiplex, flow cytometry, ABCG2 counter-screen | ATP-dependent translocase ABCB1 (Homo sapiens), P08183 | CCRF-Adr cells, JC-1 efflux | inhibition, % at 6.6 µM | actives 0.067% (n = 190,000) | AID 1326, 2008; in the data active = inhibition above about 40%;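 note: 0% = vehicle and 100% = reference inhibitor; higher value means more JC-1 retained so stronger ABCB1 efflux block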
Rac1 act GTP bind – GTP binding modulators of activated mutant Rac1, primary screen, biochemical, bead-based flow cytometry, multiplex, fluorescent GTP; GST-Rac1 activated beads; actives lie on both sides; 100% means binding = to untreated wells; percent activity (GTP binding), % at 10 µM; actives 0.11% (n = 190,000);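 active = GTP binding at least 20 percentage points away from the 100% baseline, in either direction, so actives lie on both sides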
Rab2A wt mod – modulators of GTP binding to Rab2A wildtype, primary screen, biochemical, dog, bead-based flow cytometry, multiplex; GTP binding activity, % at 10 µM; AID 760, 2007; GST-Rab2 wt beads, Bodipy-GTP binding; Ras-related protein Rab-2A (Canis lupus familiaris), P61105; actives 0.19% (n = 190,000);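 active = GTP binding activity at least 20 points away from 100%, either lowered or raised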;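 note: 0% = beads with excess unlabeled GTP and 100% = no-compound control corrected for plate trend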
Rac1 wt modul – wildtype Rac1 GTP binding modulators, primary screen, biochemical, GST-Rac1 beads, flow cytometry, multiplex | fluorescent GTP binding; actives lie on both sides; 0 = cold GTP competed, 100 = untreated | GTP binding activity (% of control), % at 10 µM | actives 0.27% (n = 190,000) | AID 757, 2007;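 active = GTP binding activity at least 20 points away from the 100% control level, either lower or higher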
HRas wt GTP bind – modulators of GTP binding to HRas wildtype, primary screen, biochemical, bead-based flow cytometry, multiplex; GTPase HRas (Homo sapiens), P01112; GST-Ras wt beads, Bodipy-FL-GTP binding; actives lie on both sides; GTP binding activity, % at 10 µM; actives 0.14% (n = 190,000); AID 759, 2007;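 active = GTP binding activity at least 20% away from the 100% baseline, either lowered as inhibitor or raised as activator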;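 note: 0% = unlabeled GTP competition control and 100% = no-compound control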
Target sequence (P01112 whole entry, looked up): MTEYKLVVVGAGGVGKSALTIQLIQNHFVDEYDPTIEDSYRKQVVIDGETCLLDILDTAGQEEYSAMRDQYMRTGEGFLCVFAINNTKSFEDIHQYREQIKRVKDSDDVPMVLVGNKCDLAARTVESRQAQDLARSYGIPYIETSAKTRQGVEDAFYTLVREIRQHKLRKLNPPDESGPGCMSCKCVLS
ABCG2 inh – ABCG2 efflux pump inhibitors, primary screen, multiplex with ABCB1, IgMXP3 cells, flow cytometry; inhibition, % at 6.6 µM; actives 0.1% (n = 190,000); Broad substrate specificity ATP-binding cassette transporter ABCG2 (Homo sapiens), Q9UNQ0; AID 1325, 2008; JC-1 efflux;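 active = inhibition above 80%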;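 note: 0% = DMSO and 100% = nicardipine control wells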
Target sequence (Q9UNQ0 whole entry, looked up): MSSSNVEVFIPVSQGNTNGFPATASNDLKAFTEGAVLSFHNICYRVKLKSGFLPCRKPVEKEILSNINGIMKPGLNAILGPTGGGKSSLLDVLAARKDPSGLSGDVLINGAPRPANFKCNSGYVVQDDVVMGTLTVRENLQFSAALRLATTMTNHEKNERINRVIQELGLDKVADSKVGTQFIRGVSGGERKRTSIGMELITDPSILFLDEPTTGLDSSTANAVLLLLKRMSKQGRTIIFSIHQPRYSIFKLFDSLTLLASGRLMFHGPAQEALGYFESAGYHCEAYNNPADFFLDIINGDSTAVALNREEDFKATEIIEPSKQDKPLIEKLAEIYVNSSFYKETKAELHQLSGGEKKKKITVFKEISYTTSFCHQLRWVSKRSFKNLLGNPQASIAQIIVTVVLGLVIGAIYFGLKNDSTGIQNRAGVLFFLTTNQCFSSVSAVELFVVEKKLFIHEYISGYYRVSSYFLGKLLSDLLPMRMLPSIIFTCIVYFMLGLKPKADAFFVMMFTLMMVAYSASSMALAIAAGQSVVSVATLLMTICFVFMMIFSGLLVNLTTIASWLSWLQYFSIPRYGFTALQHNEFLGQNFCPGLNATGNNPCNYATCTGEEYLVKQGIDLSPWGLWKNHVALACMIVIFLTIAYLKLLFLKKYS
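Read-out basis: Efflux inhibition in percent versus controls | Test system: ABCG2 IgMXP3 and barcoded ABCB1 CCRF-Adr cell mix | Quantity: 3 million cells/mL in well | Schedule: 10 min at 25 °C | Control set: Nicardipine as high control, DMSO as low control | Reagent: JC-1 as fluorescent efflux pump substrate | Signal: Flow cytometry of retained JC-1 fluorescence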
Pf gamet viab – late stage P. falciparum gametocyte viability inhibitors, primary screen, ATP luminescence, HTS | P. falciparum stage V gametocytes, 24 h | inhibition, % at 10.9 µM | actives 0.065% (n = 150,000) | AID 743093, 2013;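 active = inhibition above the mean plus 3 SD of compounds within the control limits, set per campaign, cut at about 38% in these data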;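 note: 0% = DMSO wells and 100% = medium only without gametocytes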
Rab7 wt GTP bind – modulators of GTP binding to Rab7, primary screen, biochemical, wildtype, multiplex bead flow cytometry | GTP binding activity (percent of control), % at 10 µM | Rab7 GTPase wild type (dog), Bodipy-FL-GTP binding | actives 0.055% (n = 190,000) | GST-Rab7 beads, fluorescent GTP binding; actives lie on both sides; untreated = 100%, excess cold GTP = 0%;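 active = fluorescent GTP binding to Rab7 beads changed by at least 20 points from the 100% baseline, either direction, mostly lower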;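 note: median green fluorescence of bound Bodipy-FL-GTP per Rab7 bead population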
GSH bead fluor – compound fluorescence on glutathione beads, profiling panel, artefact control, biophysical, 488/530 nm, flow cytometry | GSH beads flow cytometry, compound fluorescence 488/530 nm; hits give high values | fluorescence (KMESF) at 10 µM | actives 0.25% (n = 190,000); in the data active = fluorescence above about 89;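 note: glutathione beads carrying GST-tagged Bcl family fusion proteins plus one bare bead set; values are compound well signal with DMSO vehicle wells as background; inactives centre near 16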
Avidin bead fluor – green autofluorescence of compounds with avidin beads – biophysical, 488/530 nm, flow cytometry, artefact control, profiling panel; compound fluorescence 488/530 nm; hits give high values; fluorescence (KMESF) at 10 µM; actives 0.38% (n = 220,000); in the data active = fluorescence above about 47; note: inactives centre near 10
Cdc42 wt GTP – modulators of GTP binding to wildtype Cdc42, primary screen, biochemical, multiplex bead flow cytometry, Bodipy-GTP; GST-Cdc42 beads; actives lie on both sides; percent activity (GTP binding), % at 10 µM; actives 0.2% (n = 190,000); Cell division control protein 42 homolog (Homo sapiens), P60953;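 active = percent activity GTP binding at least 20 points away from the 100% baseline, either down as inhibitor or up as activator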;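 note: median bead fluorescence of bound Bodipy-FL-GTP at 100 nM; 0% = excess unlabeled GTP control and 100% = no compound control; below 100% means less GTP binding so inhibitor and above means activator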
Target sequence (P60953 whole entry, looked up): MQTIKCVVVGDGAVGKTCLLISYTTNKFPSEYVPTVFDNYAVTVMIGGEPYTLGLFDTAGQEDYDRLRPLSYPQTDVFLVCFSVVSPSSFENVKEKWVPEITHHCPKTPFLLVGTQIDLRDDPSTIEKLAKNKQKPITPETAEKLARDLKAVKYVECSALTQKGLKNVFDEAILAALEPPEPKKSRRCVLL
* = called active by the depositor; nt = no result given.

SMILES	ABCB1 block	Rac1 act GTP bind	Rab2A wt mod	Rac1 wt modul	HRas wt GTP bind	ABCG2 inh	Pf gamet viab	Rab7 wt GTP bind	GSH bead fluor	Avidin bead fluor	Cdc42 wt GTP
CS(=O)(=O)N1CCN(c2ccc([N+](=O)[O-])c(SCc3ccco3)c2)CC1	1.0	98.0	99.0	99.0	95.0	3.7	10.0	105.0	14	7	100.0
COc1ccc(-c2nc(NC(=O)c3ccc(OCC(=O)N4CCOCC4)c(OC)c3)sc2C)cc1	-0.3	100.0	96.0	101.0	100.0	-1.3	-10.9	97.0	5	1	100.0
CCCC(=O)Nc1nnc(-c2ccc3c(c2)OCCO3)o1	0.5	94.0	94.0	98.0	94.0	7.3	-5.1	99.0	15	11	96.0
COc1ccc(CSCC(=O)NCCC(C)C)cc1	-0.1	99.0	98.0	102.0	98.0	2.7	-0.2	96.0	20	7	100.0
O=C(O)c1ccc(S(=O)(=O)c2ccc(Sc3ccc(C(=O)O)c(C(=O)O)c3)cc2)cc1	1.1	90.0	92.0	95.0	94.0	7.6	nt	102.0	11	11	91.0
CCC(=O)N1CCc2cc(S(=O)(=O)NC(Cc3ccccc3)C(=O)NC3CCCC3)ccc21 (stereo not drawn)	0.5	97.0	98.0	101.0	100.0	-0.6	nt	99.0	30	13	102.0
Cc1cc(C(F)(F)F)nn1CC(=O)NNC(=S)Nc1ccc(Cl)cc1	0.6	100.0	105.0	101.0	103.0	4.5	nt	104.0	18	11	104.0
Clc1cccc(OCCn2cncn2)c1Cl	0.6	98.0	97.0	106.0	102.0	2.1	-15.1	99.0	33	14	101.0
CCN(CC)CCCn1c(=S)[nH]c2ccccc2c1=O	0.2	100.0	103.0	104.0	104.0	2.2	nt	100.0	14	37	106.0
COc1ccccc1OCC(=O)OC/C(O)=C(\C#N)c1nc2ccccc2[nH]1	-0.8	96.0	98.0	100.0	97.0	-1.7	-1.3	96.0	10	13	99.0
CCOC(=O)c1ccc(N2C(=O)CC(NC3CCN(C(=O)c4cccc(Cl)c4)CC3)C2=O)cc1 (stereo not drawn)	0.0	99.0	98.0	99.0	99.0	0.8	nt	97.0	26	10	100.0
COc1cc(OC)c(C(=O)NCC2CCCO2)cc1OC (stereo not drawn)	0.2	97.0	103.0	101.0	100.0	4.9	-13.8	103.0	13	13	103.0
CC(=O)/C(N=Nc1ccc(SC(F)F)cc1)=C(\C)O	0.8	98.0	97.0	100.0	97.0	5.8	2.7	99.0	17	8	96.0
CCCn1c(-c2ccc(F)cc2)n[nH]c1=S	-1.1	96.0	94.0	95.0	93.0	-7.4	-6.3	99.0	26	19	95.0
Oc1[nH]c2ccccc2c1N=Nc1nc2ccccc2s1	-0.1	93.0	93.0	91.0	94.0	0.5	nt	96.0	11	17	92.0
COCCn1c(C)cc(C(=O)COC(=O)c2ccc3c(c2)NC(=O)CS3)c1C	6.9	99.0	97.0	105.0	98.0	10.9	nt	95.0	5	11	97.0
COC(=O)Cc1ccc2oc(-c3cccnc3)nc2c1	0.9	95.0	95.0	96.0	92.0	3.8	18.5	95.0	20	24	99.0
Cn1c(SCC(=O)N2CCN(c3ccccc3)CC2)nnc1-c1c[nH]c2ccccc12	0.2	98.0	99.0	100.0	99.0	3.7	nt	99.0	15	15	102.0
CCOc1cc(NC(=S)NCCCN(C)C)c(OCC)cc1NC(=O)C1CC1	0.7	95.0	96.0	103.0	99.0	3.1	-17.1	100.0	14	13	99.0
Nc1cnn(C2CCCO2)c(=O)n1 (stereo not drawn)	0.0	101.0	99.0	104.0	103.0	-0.2	nt	100.0	16	22	103.0
Cc1cccc(C(=O)OCC(=O)Nc2ccc(N3CCCCC3)cc2)c1O	0.4	98.0	103.0	99.0	102.0	4.9	nt	103.0	24	25	102.0
O=c1ccc(=O)n2n1CC(O)C2	0.3	100.0	104.0	109.0	103.0	0.9	nt	106.0	13	8	103.0
Cn1c(SCc2ccccc2)nc2ccsc2c1=O	0.4	90.0	92.0	95.0	93.0	9.7	-12.1	98.0	18	10	91.0
Cc1ccc2c(C)c(C(=O)N(Cc3cccs3)C3CCS(=O)(=O)C3)oc2c1 (stereo not drawn)	1.9	96.0	98.0	100.0	96.0	3.0	nt	99.0	27	35	99.0
CSc1nsc(SCc2cnc(C)nc2N)n1	-1.4	100.0	100.0	102.0	99.0	16.8	nt	98.0	13	10	100.0

Single records (already shown):
`COC(=O)Cc1ccc2oc(-c3cccnc3)nc2c1` as listed: ABCB1 block = 0.9; Rac1 act GTP bind = 95.0; Rab2A wt mod = 95.0; Rac1 wt modul = 96.0; HRas wt GTP bind = 92.0; ABCG2 inh = 3.8; Pf gamet viab = 18.5; Rab7 wt GTP bind = 95.0; GSH bead fluor = 20; Avidin bead fluor = 24; Cdc42 wt GTP = 99.0
`CCCn1c(-c2ccc(F)cc2)n[nH]c1=S` as listed: ABCB1 block = -1.1; Rac1 act GTP bind = 96.0; Rab2A wt mod = 94.0; Rac1 wt modul = 95.0; HRas wt GTP bind = 93.0; ABCG2 inh = -7.4; Pf gamet viab = -6.3; Rab7 wt GTP bind = 99.0; GSH bead fluor = 26; Avidin bead fluor = 19; Cdc42 wt GTP = 95.0

Next part.
SMILES	ABCB1 block	Rac1 act GTP bind	Rab2A wt mod	Rac1 wt modul	HRas wt GTP bind	ABCG2 inh	Pf gamet viab	Rab7 wt GTP bind	GSH bead fluor	Avidin bead fluor	Cdc42 wt GTP
CCOc1ccccc1-n1c(SCC(N)=O)nc2ccccc2c1=O	0.4	96.0	102.0	97.0	102.0	1.6	4.5	103.0	9	15	102.0
O=C(NCCCN1CCOCC1)c1cc(-c2ccc(Br)cc2)on1	0.8	96.0	97.0	100.0	97.0	1.6	11.1	101.0	12	21	99.0
O=C(O)C1CCCCC1C(=O)Nc1nccs1 (stereo not drawn)	1.4	97.0	102.0	109.0	104.0	-0.1	nt	106.0	37	16	104.0
S=C(Nc1ccccc1)N(Cc1ccccc1)Cc1ccncc1	1.4	93.0	98.0	98.0	96.0	9.3	-1.5	93.0	9	10	96.0
CNc1nc(N)c([N+](=O)[O-])c(NCc2ccccc2)n1	-0.2	99.0	96.0	103.0	100.0	15.3	-17.1	101.0	10	5	98.0
CC1(C)COCN1C(=O)c1ccc(Cl)c(Cl)c1	1.0	97.0	97.0	101.0	96.0	8.6	-2.4	96.0	15	9	97.0
CCC(=O)n1nc(-c2cccnc2)nc1NCc1ccc(F)cc1	0.3	96.0	100.0	103.0	100.0	15.3	11.0	100.0	67	8	98.0
C[C@@H](O)C1NC(=O)[C@H](CCCCN)NC(=O)c2cc([N+](=O)[O-])cc(F)c2NCCCC[C@@H](C(N)=O)NC1=O (stereo partly drawn)	3.4	99.0	100.0	102.0	100.0	13.4	nt	95.0	16	7	102.0
Cn1cc(SCC(=O)O)c2ccccc21	0.6	99.0	100.0	99.0	99.0	7.0	12.8	103.0	33	5	103.0
O=C(CNC(=O)c1ccc(Cl)cc1Cl)OCc1nc2ccccc2s1	-0.2	99.0	98.0	101.0	101.0	0.1	5.3	101.0	18	6	99.0
CC(C)(O)C#Cc1ccc(C(=O)NC(CCCNC(N)=O)C(=O)O)s1 (stereo not drawn)	0.3	94.0	97.0	99.0	95.0	4.6	17.9	98.0	14	8	97.0
O=C(O)CC(Cn1[nH]nnc1=S)c1ccccc1 (stereo not drawn)	0.6	96.0	98.0	97.0	99.0	0.7	-27.4	99.0	41	12	98.0
Cc1cc(C)c2c(c1)cc(C)c1nnc(SCC(=O)Nc3ccccc3N3CCOCC3)n12	1.1	99.0	98.0	104.0	97.0	-4.4	nt	98.0	10	4	100.0
Cc1ccc(NC(=S)NCCC2=CCCCC2)cc1	0.0	97.0	100.0	101.0	100.0	16.1	-44.8	105.0	19	11	98.0
O=C(Cc1ccc([N+](=O)[O-])cc1)NCc1ccc2c(c1)OCO2	0.7	99.0	101.0	105.0	102.0	8.0	-35.5	99.0	5	2	99.0
Cc1cnc(NC(=O)c2cc3c(s2)CCCC3)s1	0.5	97.0	100.0	105.0	101.0	3.2	18.9	99.0	49	12	101.0
C=C(C)Cn1c(-c2ccc(OC)cc2)nc2ccccc21	1.6	101.0	102.0	103.0	103.0	7.8	24.9	99.0	15	7	104.0
CC(NC(=O)c1cccs1)C(c1cccs1)N1CCN(c2ccccc2)CC1 (stereo not drawn)	2.5	102.0	101.0	108.0	104.0	11.1	1.3	100.0	34	6	104.0
CC(C)(C)c1ccc(CN2N=C(/C=C/c3ccccc3)CCC2=O)cc1	-1.4	82.0	82.0	95.0	87.0	-4.5	17.3	92.0	14	8	83.0
O=C(CCCN1C(=O)c2ccccc2C1=O)N1CCCCC1	1.1	99.0	101.0	101.0	99.0	1.1	-12.4	104.0	11	42	97.0
O=[N+]([O-])c1cc(Br)cc(/C=N/n2cnnc2)c1O	1.7	91.0	96.0	94.0	96.0	5.1	8.7	105.0	69	8	92.0
CCOC(=O)c1sc(/N=C/N(C)C)c(C(=O)OCC)c1C	0.7	100.0	105.0	103.0	103.0	5.3	-7.6	104.0	18	29	103.0
COc1ccc(CC(=O)Nc2ccc(-c3noc(-c4ccc(Cl)cc4)n3)cc2)cc1	0.1	97.0	102.0	104.0	99.0	-0.1	nt	93.0	12	10	99.0
O=C(CCN1C(=O)c2ccccc2C1=O)C1=NN[C@@H]2C(=O)N(c3cccc(Cl)c3)C(=O)[C@H]12	0.4	101.0	100.0	104.0	102.0	2.2	12.2	100.0	10	11	101.0
Cn1c(NC(=O)C2CCCC2)cc(=O)n(C)c1=O	0.0	101.0	101.0	107.0	101.0	1.4	nt	102.0	20	8	104.0
CCOC(=O)Cc1csc(SCC(=O)NC2CCCC(C)C2C)n1 (stereo not drawn)	0.3	98.0	97.0	102.0	99.0	8.1	13.7	98.0	10	22	95.0
CCCC1(C(=O)OCC)NC(c2ccc(O)cc2)C2C(=O)N(c3ccc4c(c3)OCCO4)C(=O)C21 (stereo not drawn)	0.2	101.0	102.0	103.0	101.0	0.2	-18.6	101.0	33	5	106.0
Cc1cc(C)c(S(=O)(=O)c2c(C)cccc2C)c(OCC(C)C)n1	0.7	98.0	96.0	97.0	97.0	6.1	20.4	97.0	13	33	97.0
Cc1ccc(OCCN2C(=O)c3ccccc3C2=O)c(C)c1	0.4	101.0	103.0	102.0	103.0	0.0	nt	103.0	51	9	104.0
